High-throughput results as filed in PubChem BioAssay.
PTHR1 agonist: PTHR1 (human) receptor agonism; Q03431; HEK293 GP2 PTHR1 cells, GloSensor cAMP luminescence, 1 h; Potency, µM (doses to about 115 µM), without a hit: at the highest dose activation, usual class: activators; actives 0.075% (n = 410,000); AID 743266; further: potency means the concentration at half of the fitted maximal effect; nearly all actives have a fitted effect of over 55% in size; some results filed as inactive show a strong effect at the top dose; inactives centre near -15; many of its hits are not listed in these tables
Target sequence (Q03431 whole entry, looked up): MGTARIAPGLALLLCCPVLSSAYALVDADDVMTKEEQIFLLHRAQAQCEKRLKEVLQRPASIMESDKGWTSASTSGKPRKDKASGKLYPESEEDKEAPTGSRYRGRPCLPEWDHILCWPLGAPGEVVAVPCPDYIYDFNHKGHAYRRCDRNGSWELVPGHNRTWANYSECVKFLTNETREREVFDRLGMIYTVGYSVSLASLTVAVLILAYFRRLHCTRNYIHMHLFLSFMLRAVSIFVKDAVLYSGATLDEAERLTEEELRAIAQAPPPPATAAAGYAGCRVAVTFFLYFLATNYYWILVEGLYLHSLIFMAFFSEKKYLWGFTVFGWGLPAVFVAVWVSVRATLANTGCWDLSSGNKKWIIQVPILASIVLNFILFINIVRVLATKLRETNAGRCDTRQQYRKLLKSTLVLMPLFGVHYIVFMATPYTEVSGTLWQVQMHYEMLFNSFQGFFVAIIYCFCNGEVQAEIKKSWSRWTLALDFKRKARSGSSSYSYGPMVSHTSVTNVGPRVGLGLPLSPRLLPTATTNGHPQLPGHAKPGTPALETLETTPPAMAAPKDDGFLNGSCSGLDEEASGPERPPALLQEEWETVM
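HEK-293-derived GP2 cells expressing PTHR1 and a GloSensor cAMP reporter, 3,000/well, plated overnight, given luciferin plus IBMX (each 0.5 mM as added) for 1 h at 37 °C, then compound for 1 h at 37 °C. Luminescence was read after 15 min at room temperature.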
EPAC1 agonist: EPAC1 (human) agonism. EPAC1 agonist qHTS, biochemical assay; response scale: 100% = response to 6.5 mM cAMP. AID 720707. actives 0.073% (n = 360,000). Potency, µM (highest dose often 154 µM), for the others: top-dose activation, actives largely listed as activators; further: potency means the concentration at half of the fitted maximal effect; nearly all actives have a fitted effect of over 60% in size
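Nucleotide exchange assay: 100 nM EPAC1 with 250 nM Rap1B loaded with BODIPY-GDP and 50 uM GDP, room temperature. Fluorescence (480/540 nm) read every 5 min for 30 min; signal change normalized to 6.5 mM cAMP as full agonist.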
PLK1 PBD inh: PLK1 (human) polo-box domain binding inhibition | P53350 | Plk1 PBD binding of FITC phosphopeptide, fluorescence polarization | Potency, µM, inactives show max response, negative = inhibition, most hits filed as inhibitors | actives 2.8% (n = 360,000); further: potency means the concentration at half of the fitted maximal effect; series mostly up to about 57 µM; on the % scale 0 is the no-effect control and ±100 the full control effect; nearly all actives have a fitted effect of over 65% in size
IL2 activator: activates IL-2 in a cell-based reporter assay | IL-2 activation reporter assay, cell-based qHTS; stimulated with anti-CD3/CD4/CD28 beads; in transgenic mouse T cells | actives 0.065% (n = 360,000) | activation, % (series mostly up to about 46 µM); in the data active means activation above about 50%; inconclusive means mostly about 30% to 49%; further: 0% is about no effect
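Unstimulated transgenic mouse T cells, 750 per well, received compound and, after 60 minutes, anti-CD3/anti-CD4 bead plus anti-CD28 stimulation. EGFP and DsRed were quantified after 18 hours.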
HEK293 tox: cytotoxicity counter-screen for GLP-1 receptor inverse agonists | HEK293 cAMP-luciferase reporter cells, luminescence, 24 h | Potency, µM (top dose mostly 38.3 µM), inactives show top-dose activity change, negative = inhibition, most hits filed as inhibitors | actives 0.13% (n = 410,000) | AID 624418;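 further: loss of luciferase light is scored as toxicity; potency means the concentration at half of the fitted maximal effect; on the % scale 0 is the no-effect control and ±100 the full control effect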
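Luminescence readout: signal drop marks cytotoxicity. Plated cells grew 12 h at 37 °C, 5% CO2, received 23 nL compound for 24 h, then got luciferase reagent, read after 12 min at RT.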
PI5P4Ka inh: PI5P4K alpha (human) kinase inhibition; P48426; PI5P4Kalpha enzyme, ADP-Glo luminescence, 60 min; stronger effect = lower value; max response, %; actives 1.2% (n = 330,000); active means max response of -50% or lower; inconclusive means between -30% and -50%; inactive means -30% or higher; further: value at the top dose of about 77 µM; on the % scale 0 is the no-effect control and ±100 the full control effect
Target sequence (P48426 whole entry, looked up): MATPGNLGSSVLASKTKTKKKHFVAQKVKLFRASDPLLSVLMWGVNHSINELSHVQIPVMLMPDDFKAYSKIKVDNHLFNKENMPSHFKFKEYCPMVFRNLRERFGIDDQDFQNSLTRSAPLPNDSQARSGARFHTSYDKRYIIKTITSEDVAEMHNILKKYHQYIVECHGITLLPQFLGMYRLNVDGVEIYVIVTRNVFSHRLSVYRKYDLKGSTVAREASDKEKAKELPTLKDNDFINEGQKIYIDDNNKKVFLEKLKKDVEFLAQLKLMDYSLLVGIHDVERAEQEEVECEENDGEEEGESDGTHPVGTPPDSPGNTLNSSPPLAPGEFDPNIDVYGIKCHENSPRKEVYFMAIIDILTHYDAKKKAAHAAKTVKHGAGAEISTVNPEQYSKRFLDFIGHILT
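Quantitative HTS of the MLSMR library against PI5P4Kalpha with substrate. ATP added last at 5 microM final; room temperature, 60 minutes. Remaining ATP depleted, ADP converted and read as luminescence.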
GLP1R inv ag: inverse agonists of human GLP-1 receptor | P43220 | Potency, µM (series often up to 38.3 µM), for inactives: at the top dose activity change, negative = inhibition, most hits filed as inhibitors | AID 624417 | HEK293 GLP-1R CRE-luciferase, luminescence, 24 h; GLP-1R form is constitutively active | actives 1.6% (n = 410,000); further: potency means the concentration at half of the fitted maximal effect; on the % scale 0 is the no-effect control and ±100 the full control effect; nearly all actives have a fitted effect of over 55% in size
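qHTS in 1536-well format: reporter HEK293 cells expressing constitutive GLP-1R activity in DMEM + 10% Nu serum, 24 hr with compounds at 37 deg C, luminescence read after 12 min with detection reagent.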
EPAC1 antag: antagonists of human EPAC1. O95398. Potency, µM (titrated, usually from 115 µM), inactives show at the top dose activity change, negative = inhibition, usual class: inhibitors. AID 720709. EPAC1 GEF assay, Rap1b-BODIPY-GDP exchange fluorescence. actives 0.14% (n = 360,000);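 further: potency means the concentration at half of the fitted maximal effect; plate controls were vehicle for no effect and positive control for full effect; nearly all actives have a fitted effect of over 50% in size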
GLP1R ag: activates the human GLP-1 receptor; AID 624172; P43220; HEK293 GLP-1R CRE-luciferase, luminescence, 4-6 h; cells express a hypersensitive GLP-1R form; actives 0.007% (n = 380,000); Potency, µM (series often up to 45.6 µM), inactives show at the top dose activation, most hits filed as activators; further: potency means the concentration at half of the fitted maximal effect; % of control where 0% means no effect
* hit, by the source's call; i = inactive; u = inconclusive; x = no result given; & = joins results of further samples; [ ] = another dose, or the depositor's remark. Unless noted, the call rests on the fitted dose curve; in most records, active means well fitted curve in the direction sought with a large enough effect; inconclusive means small, poorly fitted or top-dose-only effect, or another doubt; inactive means no such curve, though single readings can be large; an effect the other way counts as inactive or inconclusive. These rows are one share of the data. The share of hits here may be higher or lower than overall.

smiles	PTHR1 agonist	EPAC1 agonist	PLK1 PBD inh	IL2 activator	HEK293 tox	PI5P4Ka inh	GLP1R inv ag	EPAC1 antag	GLP1R ag
Cc1ccc(S(=O)(=O)N2CCCCC2C(=O)Nc2ccc(N(C)C)cc2)cc1 (stereo not drawn)	-28%	1%	-8%	1.2	-13%	-1	7.1µM*	9%	11%
Cc1ccc(-c2nnn(CC(=O)N(CC(=O)NC(C)C)c3cnc4ccccc4c3)n2)o1	i	10%	-10%	-2.4	-4%	x	4%	-7%	6%
CCOc1cc(C(=O)OCC(=O)Nc2ccc(Cl)cn2)ccc1OCC(=O)N1CCOCC1	i	2%	-11%	16	0%	4	-5%	-1%	-5%
COc1ccc(-c2csc(NC(=S)NC(=O)c3ccc(S(=O)(=O)N(C)C)cc3)n2)cc1OC	-21%	-5%	-5%	-0.7	u	-1	-26%	5%	-3%
COCC(=O)NC(c1ccccc1)c1ccccc1	-5%	-1%	-3%	-1.6	3%	-4	-13%	14%	-5%
CCOC(=O)C1(CCOc2ccccc2)CCN(C(=O)c2cncs2)CC1	-15%	2%	-7%	1.4	10%	1	9%	4%	11%
Cc1nc(Cl)c(C(=O)NCCC(C)C)c(C)c1[N+](=O)[O-]	i	9%	-7%	2.2	-2%	-4	-5%	-11%	0%
CCn1c(/C=C/c2ccccc2)nc2ccccc2c1=O	-19%	9%	-11%	1.0	-2%	1	u	-6%	18%
Nc1cc(N)nc(SCc2nnnn2-c2ccc(Cl)cc2)n1	i	3%	-8%	-3.4	5%	0	-2%	-3%	-6%
CCN(CC)S(=O)(=O)c1ccc(C(=O)Nc2ccc3c(c2)OCO3)cc1	-47%[inhibitor]	-5%	-7%	2.4	7%	-19	u	21%	6%
CN(Cc1ccccc1)C(=O)c1nc2ccccn2c1CNCCn1cccn1	-19%	8%	4%	6.1	1%	-1	-2%	3%	0%
C=CCn1c(COc2cccc(C)c2)nnc1SCC(=O)c1c(N)n(C)c(=O)n(C)c1=O	-14%	0%	0%	1.8	-30%	-3	12%	7%	0%
N#CC1(NC(=O)COC(=O)CN2C(=O)c3ccccc3C2=O)CCCCC1	i	4%	3%	1.5	4%	0	-8%	3%	3%
O=C(NC(=S)Nc1ccccc1N1CCCC1)c1cccs1	-20%	4%	-29%	1.6	u	4	u	0%	-5%
COc1ccc2c(c1)C(C)CC(C)(C)N2C(=O)CSc1nc2ccccc2s1 (stereo not drawn)	i	2%	5%	-0.3	-27%	17	u	-1%	2%
COc1ccc(C(=O)N/C(=C\c2ccc3c(c2)OCO3)C(=O)Nc2cccc(C(=O)O)c2)cc1	-22%	0%	-15%	-1.9	7%	-1	5%	-14%	-11%
COc1cc(C(=O)NC(=S)Nc2ccc3[nH]c(=O)[nH]c3c2)cc(OC)c1OC	-1%	-9%	0%	-3.5	-8%	0	61%[activator]	-12%	8%
c1coc(-c2nc3c([nH]2)CCc2nonc2-3)c1	i	6%	-2%	-0.5	1%	x	2%	7%	0%
C/C(=N\NC(=O)c1ccncc1)c1cccc(NC(=O)c2ccc(Cl)s2)c1	-26%	1%	5%	-2.2	-4%	1	-25%	-19%	7%
Cc1ccc2cc(CN(CC(C)C)S(=O)(=O)c3cccc4nonc34)c(=O)[nH]c2c1	-15%	2%	-2%	65*	-2%	4	-1%	18%	6%
Cc1cnc(-c2nc3ccccc3n2C(C(=O)NC(C)(C)C)c2cc3ccccc3o2)cn1 (stereo not drawn)	-15%	-10%	-3%	-0.9	2%	-2	0%	-4%	x
COc1ccc(NC(=O)c2cnc(SC)nc2)cc1	-12%	1%	3%	0.7	-20%	9	-15%	1%	16%
CCNc1nc(Oc2ccc(OC)cc2)cc(C(F)(F)F)n1	-4%	-3%	-9%	-1.9	-8%	19	u	-25%	33%
C/C(=N\NC(=S)NCCc1ccccc1)c1ccc(Cl)cc1Cl	-23%	15%	-3%	-0.5	-1%	1	u	-11%	11%
CCOc1ccc(C(C)=O)cc1CN1C(=O)C(=O)N(CC)C1=O	i	-21%	1%	0.2	-2%	4	-31%	-5%	-3%

A second format for some results above.
Each structure is followed by: PTHR1 agonist | EPAC1 agonist | PLK1 PBD inh | IL2 activator | HEK293 tox | PI5P4Ka inh | GLP1R inv ag | EPAC1 antag | GLP1R ag
O=C(NC(=S)Nc1ccccc1N1CCCC1)c1cccs1
 : -20% | 4% | -29% | 1.6 | u | 4 | u | 0% | -5%
CCNc1nc(Oc2ccc(OC)cc2)cc(C(F)(F)F)n1
 : -4% | -3% | -9% | -1.9 | -8% | 19 | u | -25% | 33%

Next part.
smiles	PTHR1 agonist	EPAC1 agonist	PLK1 PBD inh	IL2 activator	HEK293 tox	PI5P4Ka inh	GLP1R inv ag	EPAC1 antag	GLP1R ag
CCN(CC)S(=O)(=O)c1ccc(N/N=C/c2cc(OC)c(OC)cc2OC)nc1	i	-5%	0%	-2.2	1%	7	0%	2%	3%
Cc1ccc(S(=O)(=O)N(C)c2ccc(OCC(=O)O)cc2)cc1	-7%[57.5 µM]	5%	-11%	-1.1	3%	-7	14%	2%	-13%
COc1ccc(NC(=O)Cn2cnc3sc(C)c(S(=O)(=O)N4CCOCC4)c3c2=O)c(OC)c1	u	-11%	-15%	-1.0	8%	-4	15%	u	3%
CCC(C)(C(=O)Nc1ccccc1C)N(C(=O)CNC(C)=O)c1ccc(C)cc1 (stereo not drawn)	i	7%	-5%	-0.2	-22%	-1	-14%	-5%	-1%
O=C(O)CSCC(=O)N1CCc2c([nH]c3ccccc23)C1C(F)(F)F (stereo not drawn)	i	1%	-9%	0.5	-5%	-2	4%	12%	-3%
Cc1cc(/C=C2/C(=O)N(C)C(=S)N2C)ccc1N1CCCC1	-28%	3%	16%	-12	5%	1	0%	-5%	-3%
CC1(C)NC(=O)N(CC(O)CN2C(=O)CCC2=O)C1=O (stereo not drawn)	-5%[57.5 µM]	4%	-5%	-2.9	2%	x	1%	9%	-7%
COc1cc2cc3c(N)c(C(=O)Nc4sc(C)c(C)c4C#N)sc3nc2cc1OC	-5%[57.5 µM]	6%	-15%	-3.2	-16%	x	3%	-2%	4%
COc1ccc(-n2cnc3c(sc4nccc(N(C)C)c43)c2=O)cc1	11%	-3%	-12%	0.9	15%	6	u	-23%	0%
CCOCCCNC(=O)C(NC(=O)c1ccc(NC(C)=O)cc1)c1ccc(C)cc1 (stereo not drawn)	28%	-30%	0%	1.8	u	3	u	20%	-5%
Cc1nc(SCC(=O)N2CCCCCC2)[nH]c(=O)c1C	i	u	-5%	1.3	-14%	-3	5%	4%	11%
Cc1nnsc1-c1c(C(=O)O)c(C)nn1-c1ccc(OC(F)(F)F)cc1	i	4%	-3%	6.1	0%	2	8%	14%	0%
CCOc1cc(NC(=O)c2ccccn2)c(OCC)cc1NC(=O)c1ccc(C)cc1	-13%	-12%	3%	-1.4	1%	-2	11%	4%	8%
Cc1ccnc(NC(=O)/C=C/c2ccccc2Cl)c1	-27%	7%	-14%	-1.0	5%	0	10µM*	-9%	0%
O=C(Cn1cnc2ccccc2c1=O)N1CCN(S(=O)(=O)c2ccc(F)cc2)CC1	-21%	7%	-5%	0.6	2%	-6	-2%	-1%	2%
CCc1cc(Cn2nc(-c3ccccc3)cc2C(=O)NCc2cccs2)on1	-9%	-10%	-16%	-0.7	-24%	1	u	-11%	11%
O=C(COc1ccc(S(=O)(=O)N2CCOCC2)cc1)N1CCOCC1	i	11%	-14%	-2.1	18%	-1	19%	5%	0%
Cn1c(CCC(=O)O)nc2cc(S(=O)(=O)N3CCCC3)ccc21	-47%	7%	8%	0.1	12%	-3	5%	-1%	-2%
CCc1ccc(N2CC(C(=O)N/N=C/c3ccccc3OC)CC2=O)cc1 (stereo not drawn)	-45%	-5%	-3%	1.3	2%	6	6%	-5%	4%
CCOc1ccc(NC(=O)CN(C2CCCCC2)S(C)(=O)=O)cc1	i	-3%	-5%	-0.6	2%	-1	7%	8%	5%
O=C(CCNC(=O)C1CCN(S(=O)(=O)c2ccccc2)CC1)NC1CC1	-6%	8%	-3%	1.2	4%	0	15%	-9%	0%
CCOC(=O)c1c(-c2ccccc2)n(C)c2ccc(O)cc12	i	4%	-2%	-3.5	-3%	x	4%	-1%	9%
Cc1ccc(S(=O)(=O)C2(C(=O)Nc3ccc(C(C)C)cc3)CC2)cc1	i	4%	-3%	0.1	0%&50%	6	u	-29%	9%
C/C(=N/NC(=O)CCc1ccccc1)c1ccc2c(c1)OCO2	i	8%	2%	-6.6	-2%	-5	12%	-4%	u
O=c1oc2cc(O)c(Cl)cc2c2ccccc12	i	-6%	-6%	-0.5	207%[activator]	-28	26%	0%	14%
Cc1nc(NCCCN2CCOCC2)c2oc3ccccc3c2n1	-1%	-7%	-6%	-2.8	-5%	2	61%[activator]	5%	5%
CC(=O)c1c(C)[nH]c(C(=O)OCC(=O)N2CCN(c3ccccc3)CC2)c1C	i	-7%	3%	-3.4	5%	-4	11%	10%	3%
CCOc1ncccc1C(=O)N1CCN(S(=O)(=O)c2ccc3c(c2)OCCO3)CC1	-8%	-2%	-13%	1.2	1%	1	18%	9%	21%
COc1ccc(CCN2CC(C(=O)NCCc3ccccc3)CC2=O)cc1OC (stereo not drawn)	-10%&-2%	8%	-6%	-0.7	2%&-6%	3	14%&2%	-7%	14%
COC(=O)C1=CN(c2ccc(F)cc2)C(N)=C(C#N)C1c1ccccc1 (stereo not drawn)	i	1%	2%	-0.3	-13%	0	-24%	7%	x
COc1ccc(C(=O)NC(=S)Nc2ccc(S(=O)(=O)Nc3cc(OC)ncn3)cc2)cc1	-20%	-4%	-30%	-0.7	5%	6	-4%	-8%	0%
